KLK7 zymogen act = activators of human kallikrein-7 zymogen. purified proKLK7, EDANS-DABCYL substrate fluorescence; 100% is mature enzyme control, 0% vehicle. P49862. 370,000 compounds, 0.9% hits. AID 652039. activation, % at 7 µM;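 active = activation above the mean of all tested compounds plus 3 SD, computed per campaign excluding outliers beyond control limits, cut at about 13% in these data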
ASAP1 GAP inh = inhibitors of human ASAP1 ArfGAP activity; Q9ULH1; ASAP1-stimulated ARF1 GTP hydrolysis, GDP FP detection; inhibition, % at 16.5 µM; 360,000 compounds, 0.19% hits; AID 624377; in the data active = inhibition above about 25%;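 note: 0% = vehicle with enzyme and substrate and 100% = no enzyme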
Target sequence (Q9ULH1 325-724 limits assumed): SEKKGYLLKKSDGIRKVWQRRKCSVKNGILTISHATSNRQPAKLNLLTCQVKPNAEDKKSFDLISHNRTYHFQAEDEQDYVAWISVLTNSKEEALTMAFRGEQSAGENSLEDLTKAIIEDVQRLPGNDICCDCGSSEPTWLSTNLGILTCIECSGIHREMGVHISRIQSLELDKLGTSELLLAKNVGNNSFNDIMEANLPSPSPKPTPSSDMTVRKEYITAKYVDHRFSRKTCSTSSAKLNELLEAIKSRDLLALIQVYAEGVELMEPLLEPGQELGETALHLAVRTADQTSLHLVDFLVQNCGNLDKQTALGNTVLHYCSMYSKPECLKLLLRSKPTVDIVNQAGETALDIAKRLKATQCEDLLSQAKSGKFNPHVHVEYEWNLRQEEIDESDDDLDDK
DDE Tn7 FP inh = DD(E)-Tn7 binding inhibition, primary FP screen; FP displacement of FITC-Tn7 peptide from fibrin DD(E); 0% = median of compound wells per plate; inhibition, % at 8.3 µM; 370,000 compounds, 0.13% hits; AID 720508;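 active = inhibition above the mean of compounds falling within the control limits plus 3 SD of them, cut at about 14% in these data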;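 note: 0% = plate median of compound wells and 100% = 10 µM Aha-Tn7 peptide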
Target sequence (P02675 whole entry, looked up): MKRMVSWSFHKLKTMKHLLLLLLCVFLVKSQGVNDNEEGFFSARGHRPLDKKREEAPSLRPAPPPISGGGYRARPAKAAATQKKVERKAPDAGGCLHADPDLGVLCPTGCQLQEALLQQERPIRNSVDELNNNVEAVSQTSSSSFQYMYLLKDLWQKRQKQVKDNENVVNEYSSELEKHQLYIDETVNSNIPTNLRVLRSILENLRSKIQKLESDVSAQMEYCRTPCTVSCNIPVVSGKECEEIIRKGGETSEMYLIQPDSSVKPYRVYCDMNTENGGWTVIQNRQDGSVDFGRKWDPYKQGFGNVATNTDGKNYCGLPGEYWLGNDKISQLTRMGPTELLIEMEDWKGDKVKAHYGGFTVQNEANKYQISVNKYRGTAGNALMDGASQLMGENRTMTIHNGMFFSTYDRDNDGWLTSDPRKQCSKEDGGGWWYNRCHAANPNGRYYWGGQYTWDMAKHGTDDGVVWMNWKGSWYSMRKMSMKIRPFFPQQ
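System: human fibrin DD(E); quantity: Fibrin-DD(E) at 2 µM final; also added: fluorescent Tn7 probe at 0.1 µM; compound dosing: single nominal test concentration of 8.3 µM per compound; schedule: 10 min preincubation, 3 h with tracer, room temperature; detection: fluorescence polarization of the labelled Tn7 tracer; repeats: one replicate per compound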
UHRF1 binding = human UHRF1 methylated DNA binding inhibitors | AID 687016 | UHRF1 binding to methylated oligo, TR-FRET | Q96T88 | inhibition, % at 4.4 µM | 370,000 compounds, 0.75% hits; in the data active = inhibition above about 21%;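 note: UHRF1 SRA domain binding a hemimethylated CpG hairpin DNA probe; 0% = median of test compound wells and 100% = reference inhibitor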
Tn6 DDE FP = DD(E)-Tn6 binding inhibition, primary FP screen; Fibrin DD(E) TRITC-Tn6 fluorescence polarization displacement; inhibition, % at 8.3 µM; 370,000 compounds, 0.21% hits; AID 720509;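 active = inhibition above a per-campaign cutoff: mean of compounds within control limits plus 3 SD, cut at about 15% in these data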;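 note: 0% = median of all compound wells on the plate and 100% = blocking peptide control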
NR1D1 modulator = modulates human Rev-erb alpha binding to DNA; P20393; Rev-erbα–FITC-DNA binding, fluorescence polarization, 90 min; activity, % at 10 µM; 370,000 compounds, 0.79% hits;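 active = activity above about 14%, limit read from the data; passing the limit was not always enough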;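 note: 0% = DMSO wells with 35 nM protein and 100% = DMSO wells with 750 nM protein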
ARFGAP1 inh = rat ARFGAP1 inhibition; Q62848; Arfgap1-stimulated ARF1 GTP hydrolysis, GDP FP detection; inhibition, % at 16.5 µM; 360,000 compounds, 0.26% hits; AID 651572;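 active = inhibition above a per-plate limit, mean inhibition of low control wells plus 3 SD, cut at about 25% in these data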;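 note: 0% = DMSO wells with enzyme and 100% = wells lacking Arfgap1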
Target sequence (Q62848 1-136 limits assumed): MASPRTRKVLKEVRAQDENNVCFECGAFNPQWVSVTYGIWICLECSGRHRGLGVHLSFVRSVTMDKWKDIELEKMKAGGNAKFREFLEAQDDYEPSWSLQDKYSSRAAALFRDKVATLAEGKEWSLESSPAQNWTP
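Assay system: purified rat His6-Arfgap1 residues 1-136 (GAP domain); Reagent: human Δ17 ARF1 bound to GTP; Dosing: 16.5 µM single point, 1.26% DMSO; Times: GTP hydrolysis reaction 2 h at 25 °C; Signal: FP, GDP Alexa 633 tracer displaced from anti-GDP antibody, 620/688 nm; Measure: % inhibition from polarization.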
PLCb3 inh = blocks human PLC-beta3 enzyme activity; Q01970; Purified PLC-beta3, fluorogenic substrate, fluorescence; inhibition, % at 12.2 µM; 370,000 compounds, 0.18% hits; in the data active = inhibition above about 11%;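 note: 0% = median of compound wells on plate and 100% = full blocker control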
PLCg1 inh = PLC-gamma1 (human) inhibition, primary screen | P19174 | purified PLC-gamma1, fluorogenic substrate, fluorescence | inhibition, % at 12.2 µM | 370,000 compounds, 0.84% hits | AID 720700; in the data active = inhibition above about 9.5%
sPLA2-III inh = Inhibits HGIII-sPLA2 liposome hydrolysis, primary screen; 370,000 compounds, 0.56% hits; QFRET BODIPY PC-A2 liposome hydrolysis, fluorescence; inhibition, % at 12.2 µM; AID 743126; Q9NZ20;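 active = inhibition above mean plus 3 SD of compounds lying within the high and low control bounds, cut at about 19% in these data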;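 note: 0% = median of test compound wells and 100% = no enzyme DMSO wells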
Starred values were filed as active, the others as inactive.

`CN1CCC(=NNC(=O)CN(c2cccc([N+](=O)[O-])c2)S(=O)(=O)c2ccccc2)CC1` gave KLK7 zymogen act 0.8, ASAP1 GAP inh 13.2, DDE Tn7 FP inh -3.1, UHRF1 binding -3.2, Tn6 DDE FP -1.2, NR1D1 modulator 9.5, ARFGAP1 inh -4.7, PLCb3 inh -1.6, PLCg1 inh 4.1 and sPLA2-III inh -9.5.
`NC(=O)N(CCC(=O)O)c1ccccc1` gave KLK7 zymogen act -0.8, ASAP1 GAP inh 7.9, DDE Tn7 FP inh 5.1, UHRF1 binding 3.6, Tn6 DDE FP -2.6, NR1D1 modulator -0.4, ARFGAP1 inh 9.7, PLCb3 inh -0.7, PLCg1 inh 2.6 and sPLA2-III inh 12.7.
For O=C(Nc1nc2ccc(Oc3ccccc3)cc2s1)c1cc([N+](=O)[O-])ccc1N1CCOCC1 the results were KLK7 zymogen act 0.1, ASAP1 GAP inh 6.4, DDE Tn7 FP inh 4.7, UHRF1 binding -0.3, Tn6 DDE FP 5.2, NR1D1 modulator -1.2, ARFGAP1 inh 0.2, PLCb3 inh -3.1, PLCg1 inh 2.3 and sPLA2-III inh 4.1.
N#Cc1c(-c2ccccc2)c(-c2ccccc2)nn(CC(=O)NNC(=O)Nc2ccc(Cl)cc2)c1=O was read as KLK7 zymogen act 1.3, ASAP1 GAP inh 13.1, DDE Tn7 FP inh 2.2, UHRF1 binding 2.7, Tn6 DDE FP -2.4, NR1D1 modulator -4.2, ARFGAP1 inh -9.5, PLCb3 inh -13.4, PLCg1 inh -7.3 and sPLA2-III inh -70.1.
Screening Cn1nccc1C(=O)Nc1ccc2c(c1)OCCO2 returned KLK7 zymogen act 0.4, ASAP1 GAP inh 9.6, DDE Tn7 FP inh -2.8, UHRF1 binding -1.9, Tn6 DDE FP 0.3, NR1D1 modulator -3.2, ARFGAP1 inh 3.2, PLCb3 inh 1.3, PLCg1 inh 0.9 and sPLA2-III inh 3.0.
Screening CCOC(=O)CSc1nc2sc3c(c2c(=O)n1-c1ccccc1)CCN(C(C)C)C3 returned KLK7 zymogen act -3.5, ASAP1 GAP inh -9.7, DDE Tn7 FP inh 3.9, UHRF1 binding -1.4, Tn6 DDE FP 18.7*, NR1D1 modulator -2.7, ARFGAP1 inh 6.0, PLCb3 inh -146.5, PLCg1 inh -104.8 and sPLA2-III inh 2.2.
Screening COc1ccccc1C(=O)NCC1(c2ccccc2)CCCC1 returned KLK7 zymogen act -0.2, ASAP1 GAP inh 3.8, DDE Tn7 FP inh 2.4, UHRF1 binding 0.7, Tn6 DDE FP 2.4, NR1D1 modulator 0.9, ARFGAP1 inh 2.1, PLCb3 inh -4.3, PLCg1 inh -0.1 and sPLA2-III inh -7.0.
CN(CC(=O)Nc1ccc(Cl)c(C(F)(F)F)c1)C(=O)CCc1nc2ccccc2c(=O)[nH]1 was read as KLK7 zymogen act 0.2, ASAP1 GAP inh 2.9, DDE Tn7 FP inh 2.8, UHRF1 binding -1.0, Tn6 DDE FP -1.6, NR1D1 modulator 4.8, ARFGAP1 inh 5.7, PLCb3 inh -4.5, PLCg1 inh -0.9 and sPLA2-III inh 2.0.
CCCc1cc(=O)[nH]c(SCC(=O)Nc2cc(S(=O)(=O)N3CCOCC3)ccc2N(CC)CC)n1 was read as KLK7 zymogen act 0.4, ASAP1 GAP inh -6.0, DDE Tn7 FP inh 5.4, UHRF1 binding -2.0, Tn6 DDE FP 3.3, NR1D1 modulator 0.1, ARFGAP1 inh -8.0, PLCb3 inh -1.3, PLCg1 inh -2.2 and sPLA2-III inh -13.4.
Screening CCOC(=O)C1=C(COC(=O)COc2cc(C)ccc2C)NC(=O)NC1C (stereo unspecified) returned KLK7 zymogen act -0.3, ASAP1 GAP inh -2.9, DDE Tn7 FP inh 3.4, UHRF1 binding 0.8, Tn6 DDE FP 1.7, NR1D1 modulator -4.8, ARFGAP1 inh -0.3, PLCb3 inh -9.8, PLCg1 inh 0.5 and sPLA2-III inh 3.1.
COC(=O)c1c(NC(=O)Cc2ccccc2)sc2c1CC(C)(C)NC2(C)C was read as KLK7 zymogen act -0.1, ASAP1 GAP inh -20.3, DDE Tn7 FP inh 1.7, UHRF1 binding -0.6, Tn6 DDE FP -3.3, NR1D1 modulator 10.5, ARFGAP1 inh -5.5, PLCb3 inh 1.6, PLCg1 inh 0.9 and sPLA2-III inh -5.2.
Cc1cccc(N2CCN(C3=NC(=O)C(=C4CCCCC4)S3)CC2)c1 was read as KLK7 zymogen act 0.5, ASAP1 GAP inh -5.8, DDE Tn7 FP inh 5.8, UHRF1 binding -1.3, Tn6 DDE FP -9.2, NR1D1 modulator -4.1, ARFGAP1 inh 4.7, PLCb3 inh -1.4, PLCg1 inh -2.8 and sPLA2-III inh -1.8.
`CC(C)(C)c1ccc(OCCNC(=O)c2ncn[nH]2)cc1` gave KLK7 zymogen act -0.1, ASAP1 GAP inh 2.3, DDE Tn7 FP inh 1.6, UHRF1 binding 0.1, Tn6 DDE FP -0.6, NR1D1 modulator -0.2, ARFGAP1 inh 9.9, PLCb3 inh -0.5, PLCg1 inh 2.3 and sPLA2-III inh -43.5.
`CCOC(=O)Nc1ccc2c(c1)Nc1ccccc1S2` gave KLK7 zymogen act -1.1, ASAP1 GAP inh 14.3, DDE Tn7 FP inh -2.5, UHRF1 binding 6.5, Tn6 DDE FP -0.5, NR1D1 modulator -1.7, ARFGAP1 inh 10.1, PLCb3 inh -16.3, PLCg1 inh -14.9 and sPLA2-III inh 0.1.
For CC(C)(C)c1ccc(C(=O)N2CCC2(C)C(=O)NCc2ccc3c(c2)OCO3)cc1 (stereo unspecified) the results were KLK7 zymogen act 0.5, ASAP1 GAP inh -16.0, DDE Tn7 FP inh -2.0, UHRF1 binding -0.5, Tn6 DDE FP 5.3, NR1D1 modulator -6.5, ARFGAP1 inh -4.0, PLCb3 inh -8.5, PLCg1 inh -3.1 and sPLA2-III inh 0.5.
For CCCCc1ccc(/C=C(\C#N)C(N)=S)s1 the results were KLK7 zymogen act 2.9, ASAP1 GAP inh 11.2, DDE Tn7 FP inh 1.0, UHRF1 binding 0.5, Tn6 DDE FP -11.0, NR1D1 modulator 3.2, ARFGAP1 inh 0.8, PLCb3 inh -20.9, PLCg1 inh -18.2 and sPLA2-III inh 10.0.
`Cc1ccc(S(=O)(=O)n2ccc(OC(=O)c3cccs3)n2)cc1` gave KLK7 zymogen act 0.7, ASAP1 GAP inh 0.8, DDE Tn7 FP inh -0.7, UHRF1 binding 8.1, Tn6 DDE FP 2.4, NR1D1 modulator 3.5, ARFGAP1 inh -0.9, PLCb3 inh 0.5, PLCg1 inh -0.2 and sPLA2-III inh 4.5.
`CC(=O)Nc1cccc(-c2ccnc3c2CC(C(=O)NCc2ccc(N(C)C)cc2)O3)c1` (stereo unspecified) gave KLK7 zymogen act -0.4, ASAP1 GAP inh -7.3, DDE Tn7 FP inh 1.9, UHRF1 binding -2.0, Tn6 DDE FP -2.6, NR1D1 modulator -3.0, ARFGAP1 inh 9.5, PLCb3 inh 2.1, PLCg1 inh 1.9 and sPLA2-III inh -0.2.
Screening CCOc1ccc(S(=O)(=O)NCCC(=O)NNC(=O)c2ccc(F)cc2)cc1 returned KLK7 zymogen act -0.8, ASAP1 GAP inh -8.9, DDE Tn7 FP inh 3.2, UHRF1 binding 2.0, Tn6 DDE FP 2.9, NR1D1 modulator 3.0, ARFGAP1 inh -11.3, PLCb3 inh 1.6, PLCg1 inh 1.3 and sPLA2-III inh 1.2.
`COC(=O)C1(NC(=O)CNC(=O)OCc2ccccc2)CCCC1` gave KLK7 zymogen act 0.1, ASAP1 GAP inh -1.0, DDE Tn7 FP inh 0.1, UHRF1 binding 2.2, Tn6 DDE FP 5.3, NR1D1 modulator 7.1, ARFGAP1 inh 10.2, PLCb3 inh -10.3, PLCg1 inh 4.8 and sPLA2-III inh 9.3.

Pulled by compound from above, two records:
`COC(=O)C1(NC(=O)CNC(=O)OCc2ccccc2)CCCC1` gave KLK7 zymogen act 0.1, ASAP1 GAP inh -1.0, DDE Tn7 FP inh 0.1, UHRF1 binding 2.2, Tn6 DDE FP 5.3, NR1D1 modulator 7.1, ARFGAP1 inh 10.2, PLCb3 inh -10.3, PLCg1 inh 4.8 and sPLA2-III inh 9.3.
For O=C(Nc1nc2ccc(Oc3ccccc3)cc2s1)c1cc([N+](=O)[O-])ccc1N1CCOCC1 the results were KLK7 zymogen act 0.1, ASAP1 GAP inh 6.4, DDE Tn7 FP inh 4.7, UHRF1 binding -0.3, Tn6 DDE FP 5.2, NR1D1 modulator -1.2, ARFGAP1 inh 0.2, PLCb3 inh -3.1, PLCg1 inh 2.3 and sPLA2-III inh 4.1.

(further entries)
For N=c1c(C(=O)NCCN2CCOCC2)cc2c(=O)n3ccccc3nc2n1CCCN1CCOCC1 the results were KLK7 zymogen act 14.4*, ASAP1 GAP inh -5.7, DDE Tn7 FP inh -7.8, UHRF1 binding 1.9, Tn6 DDE FP 6.5, NR1D1 modulator -0.9, ARFGAP1 inh 11.7, PLCb3 inh -436.8, PLCg1 inh -269.0 and sPLA2-III inh 9.2.
Screening CCCNC(=O)C1(CC2CC(c3ccccc3)=NO2)CCN(C(=O)OC(C)(C)C)CC1 (stereo unspecified) returned KLK7 zymogen act 0.5, ASAP1 GAP inh 5.8, DDE Tn7 FP inh 7.1, UHRF1 binding 2.6, Tn6 DDE FP 2.4, NR1D1 modulator -3.4, ARFGAP1 inh 13.5, PLCb3 inh 3.4, PLCg1 inh 9.3 and sPLA2-III inh -6.5.
`CS(=O)(=O)c1cccc(C(=O)Nc2nnc(C3=COCCO3)o2)c1` gave KLK7 zymogen act -0.6, ASAP1 GAP inh 8.5, DDE Tn7 FP inh 3.2, UHRF1 binding -2.5, Tn6 DDE FP 5.3, NR1D1 modulator 1.8, ARFGAP1 inh 3.3, PLCb3 inh 2.5, PLCg1 inh 3.4 and sPLA2-III inh 7.3.
O=C(NCc1ccco1)C1CCCCC1 was read as KLK7 zymogen act 0.1, ASAP1 GAP inh -3.1, DDE Tn7 FP inh 2.5, UHRF1 binding -1.6, Tn6 DDE FP 6.1, NR1D1 modulator 3.9, ARFGAP1 inh 0.2, PLCb3 inh 0.5, PLCg1 inh 2.4 and sPLA2-III inh -4.3.
For COc1cccc(C2SCC(=O)N2c2cccc(C)c2)c1OC (stereo unspecified) the results were KLK7 zymogen act 0.1, ASAP1 GAP inh 1.0, DDE Tn7 FP inh 6.8, UHRF1 binding -3.0, Tn6 DDE FP 0.5, NR1D1 modulator 1.8, ARFGAP1 inh -4.9, PLCb3 inh 3.2, PLCg1 inh 0.4 and sPLA2-III inh -5.0.

The order is random; 4.5% or so of the library scored in one or more.
